Screening results (PubChem)
PfHsp40 rescue: restores yeast growth despite PfHsp40 toxicity | growth rescue, % at 12.5 µM | 340,000 tested, 0.68% active | S. cerevisiae expressing PfHsp40, growth rescue, ATP luminescence | AID 504582; in the data active = growth rescue above about 28%, passing the limit was not always enough; inconclusive = no clear call, values can overlap the other calls;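 also: yeast W303a lacking pdr1 and pdr3 grown in galactose medium; growth measured after three days at 30 °C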
TcdB GH inh: TcdB glycohydrolase inhibition | AID 652162 | P18177 | inhibition, % at 9.99 µM | TcdB glycohydrolase enzymatic assay, plate reader | 350,000 tested, 0.24% active; in the data active = inhibition above about 10%
3CLpro inhibitor: SARS-CoV 3CLpro protease inhibition; recombinant SARS-CoV 3CLpro, quenched FRET peptide cleavage; AID 1706; P0C6X7; inhibition, % at 6 µM; 290,000 tested, 0.14% active; in the data active = inhibition above about 12%
BoNT A protease: BoNT A light chain protease inhibition; multiplex microsphere protease substrate cleavage, flow cytometry; inhibition, % at 10 µM; 360,000 tested, 0.17% active; AID 588499; also: plate controls were buffer without enzyme for full effect and enzyme alone for no effect
PriA SSB inh: inhibitors of Klebsiella pneumoniae PriA binding to SSB C-terminal tail; AlphaScreen SSBct-PriA binding, biotinylated peptide; inhibition, % at 33 µM; 430,000 tested, 0.6% active; AID 1272365; in the data active = inhibition mostly above about 37%, no sharp cut-off; inactive = mostly below about 20%;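 also: plate controls were negative control peptide for no effect and reference peptide for full effect; strong numbers were not always called active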
PrPC TRFRET: reduces human prion protein on the cell surface | inhibition, % at 13.8 µM | cell surface PrPC, TR-FRET read-out | 370,000 tested, 0.43% active; in the data active = inhibition above about 24%; also: 0% = median of the test wells and 100% = reference compound wells
Anthrax LF prot: anthrax lethal factor protease inhibition. multiplex microsphere protease cleavage assay, LF. 360,000 tested, 0.12% active. inhibition, % at 10 µM; also: plate controls were buffer without enzyme for full effect and enzyme alone for no effect
Target sequence (P15917 whole entry, looked up): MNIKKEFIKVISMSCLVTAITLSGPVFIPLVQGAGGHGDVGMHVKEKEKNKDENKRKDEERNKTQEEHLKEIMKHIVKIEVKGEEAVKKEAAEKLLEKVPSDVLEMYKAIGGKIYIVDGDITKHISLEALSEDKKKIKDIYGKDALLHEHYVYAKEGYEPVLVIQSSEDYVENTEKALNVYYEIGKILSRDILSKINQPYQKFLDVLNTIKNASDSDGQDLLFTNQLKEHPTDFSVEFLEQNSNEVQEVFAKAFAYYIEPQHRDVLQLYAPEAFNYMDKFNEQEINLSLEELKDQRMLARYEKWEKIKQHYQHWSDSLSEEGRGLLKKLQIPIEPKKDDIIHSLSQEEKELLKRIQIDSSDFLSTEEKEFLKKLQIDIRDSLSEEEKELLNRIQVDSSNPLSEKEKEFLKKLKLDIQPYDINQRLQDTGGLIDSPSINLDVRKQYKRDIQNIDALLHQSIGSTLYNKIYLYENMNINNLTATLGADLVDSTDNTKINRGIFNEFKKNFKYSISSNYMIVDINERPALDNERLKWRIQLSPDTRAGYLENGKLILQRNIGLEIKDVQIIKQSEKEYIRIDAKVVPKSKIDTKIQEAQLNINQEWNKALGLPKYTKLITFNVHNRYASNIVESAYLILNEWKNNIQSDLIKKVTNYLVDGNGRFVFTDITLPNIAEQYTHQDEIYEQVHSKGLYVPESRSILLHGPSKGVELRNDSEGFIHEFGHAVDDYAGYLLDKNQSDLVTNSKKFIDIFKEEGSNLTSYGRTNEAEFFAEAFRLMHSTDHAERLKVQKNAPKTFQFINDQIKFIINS
BH1578 lux ind: quorum light induction in luxS cqsA deficient V. cholerae. activation, % at 18.7 µM. 350,000 tested, 0.16% active. V. cholerae BH1578 lux reporter, luminescence, 6 h; in the data active = activation mostly above about 9.7%, no sharp cut-off; inconclusive = no clear call, values can overlap the other calls; inactive = mostly below about 3.7%; also: not every result past the cut was called active; inactives centre near 0; reference of the scale not given here
Y pestis TopoI: blocks Yersinia pestis topoisomerase I activity; 360,000 tested, 0.064% active; Y. pestis Topo-I cleavage product accumulation, plate reader; activity, % at 10 µM; in the data active = activity above about 50%, passing the limit was not always enough; inconclusive = no clear call, values can overlap the other calls; also: inactives centre near 2
An asterisk follows results filed as active; i = inactive; u = inconclusive; x = not tested or not shown; & = joins results of further samples. Rule as the data show it, unless noted: active = inhibition above about 30%; inconclusive = no clear call, values can overlap the other calls; inactive = below that. Only part of the results is shown (hit frequency here may not be typical).

| canonical_smiles | PfHsp40 rescue | TcdB GH inh | 3CLpro inhibitor | BoNT A protease | PriA SSB inh | PrPC TRFRET | Anthrax LF prot | BH1578 lux ind | Y pestis TopoI |
| --- | --- | --- | --- | --- | --- | --- | --- | --- | --- |
| CCc1ccc(NC(=O)CSc2nc(CSc3ccc(C)cc3)cc(=O)[nH]2)cc1 | 0.3 | 0.8 | -3 | -2.1 | -5 | 4 | -1 | -0.5 | 21 |
| COC(=O)[C@]12CCCCC=C1N(Cc1ccc(Cl)cc1Cl)C(=O)[C@H](CC(=O)N1CCCCC1)C2 | x | 0.4 | x | -0.6 | x | 11 | 3 | x | x |
| O=C1Cc2cc(S(=O)(=O)N3CCCCC3)ccc2N1 | 0.6 | -1.3 | -3 | 0.6 | -15 | 0 | -1 | -0.2 | 9 |
| COCc1[nH]nc2c1C(c1ccc(F)cc1F)C(C#N)=C(N)O2 (stereo unspecified) | -1.1 | x | x | -2.2 | -6 | 1 | 2 | i | 0 |
| CN1C(=O)C(N=Nc2ccc([N+](=O)[O-])cc2)SC1=S (stereo unspecified) | -1.8 | 1.0 | x | 1.0 | 1 | 0 | -3 | i | -2 |
| O=C(NCc1cccs1)c1cccc(S(=O)(=O)N2CCCCC2)c1 | -0.7 | x | 1 | 0.6 | -16 | 4 | -7 | i | 5 |
| O=c1[nH]c2ccccc2n1C1CCN(C(c2cccc3ccccc23)c2nnnn2Cc2ccccc2)CC1 (stereo unspecified) | x | -0.1 | x | -0.1 | x | 3 | -2 | x | x |
| CC(NS(=O)(=O)c1ccc(Br)s1)c1ccccc1 (stereo unspecified) | 0.8 | 0.5 | 0 | 0.3 | -4 | 4 | -3 | 1.2 | 12 |
| CCOc1ccc(S(=O)(=O)NCCC(=O)OCC(=O)NC(=O)c2cccn2C)cc1 | -0.9 | 1.1 | x | -0.8 | -9 | 8 | -7 | -3.3 | 10 |
| COc1cccc(CNc2nc3cc(-c4cccc(OC)c4)sc3c(=O)n2C)c1 | x | 0.8 | x | 0.3 | x | 1 | -16 | i | 3 |
| CCOc1ccc(NC(=O)CCCN2C(=O)C(c3ccccc3)Oc3cccnc32)cc1 (stereo unspecified) | 3.4 | 0.3 | 3 | 0.8 | -2 | -3 | 0 | 0.4 | 21 |
| CC(=O)c1ccccc1NCC(=O)Nc1ccc(C)cc1 | -1.3 | 1.5 | 2 | -0.4 | -14 | 4 | 0 | -0.2 | 10 |
| CCOC(=O)C(C(=O)NCc1ccc(C)cc1)c1ncc(C(F)(F)F)cc1Cl (stereo unspecified) | 0.2 | x | -2 | 0.2 | -22 | 5 | 2 | -0.1 | -2 |
| O=C(Cn1nnc2ccccc21)Nc1ccc([N+](=O)[O-])cc1 | 0.7 | 0.2 | 2 | x | -4 | -18 | x | -0.9 | -10 |
| COc1ccc(OCC(=O)NCCNC(=O)c2cccnc2)cc1 | -1.0 | 2.0 | -3 | 1.8 | -23 | -4 | 5 | i | 2 |
| Cc1ccc(C(=O)CN2C(=O)c3ccccc3S2(=O)=O)cc1 | 0.5 | -3.1 | 2 | 1.2 | 3 | -6 | 5 | -1.3 | -3 |
| Cc1ccsc1C(=O)NNC(=O)C1C2C=CC(C2)C1C(=O)O (stereo unspecified) | -0.3 | -2.1 | 4 | 0.5 | -8 | 0 | 0 | -0.2 | -7 |
| Cc1[nH]c(=O)nc(SCc2ccc(Cl)c(Cl)c2)c1C#N | 2.6 | -2.3 | 6 | 0.7 | -1 | 8 | -4 | i | -12 |
| COc1ccc(OCC(=O)NCCCCCCNC(=O)COc2ccc(OC)cc2)cc1 | 0.6 | -0.1 | 0 | -1.6 | -2 | -2 | 5 | i | 30 |
| O=[N+]([O-])c1ccc(Oc2ccc(OCc3ccccc3)cc2)nc1 | 0.9 | -0.7 | 7 | -4.8 | 7 | 10 | 9 | -18 | 0 |
| COc1cc2c[n+](C)c3c4ccccc4ccc3c2cc1OC | 11 | 4.0 | x | 0.6 | -23 | -30 | -11 | x | -26 |
| O=C(CCCCCn1nnc2ccccc2c1=O)Nc1ccccc1F | -1.3 | -1.4 | -3 | -2.4 | -1 | -5 | 0 | i | 3 |
| CC(C(=O)NC(=O)NCc1ccccc1)N1C(=O)c2ccccc2C1=O (stereo unspecified) | 0.7 | x | -1 | 0.3 | -13 | 2 | -1 | i | 9 |
| COc1cccc(OC)c1C(=O)NC(=S)Nc1cc(-c2nc3ccccc3[nH]2)ccc1Cl | 0.3 | 0.4 | -1 | -0.5 | -1 | 7 | -2 | -0.7 | 4 |
| O=C(CCc1nc2ccccc2c(=O)[nH]1)Nc1nnc(SCc2ccc(Cl)cc2)s1 | -0.8 | 2.5 | x | -1.6 | -5 | -1 | 0 | -2.6 | 16 |
| Cc1ccc(S(=O)(=O)N(CC(=O)NCc2ccncc2)Cc2ccc(F)cc2)cc1 | -0.3 | 0.7 | 5 | -1.3 | -9 | 7 | 0 | -3.1 | 7 |
| Cc1c(Cl)c([N+](=O)[O-])nn1CC(=O)NC(C)c1ccccc1 (stereo unspecified) | -2.6 | 1.9 | 2 | -3.1 | -3 | -11 | -4 | 9.9 | -6 |
| CC(C)C(N)c1csc(Nc2cc(Oc3ccccc3)ncn2)n1 (stereo unspecified) | x | 1.0 | x | 0.3 | x | -2 | -4 | i | -7 |
| O=[N+]([O-])c1ccc(CSc2nnc(-c3cccnc3)o2)cc1 | 1.8 | -0.6 | 1 | -3.8 | -5 | -2 | -3 | -0.6 | 15 |
| COc1ccc(COC(=O)NC2CCN(S(=O)(=O)c3ccc(OC)cc3)CC2)cc1 | 2.7 | x | -3 | 0.1 | -13 | -1 | -5 | -2.1 | 22 |
| COc1cc2c(cc1OC)C(c1ccc(Br)cc1)CC(=O)N2 (stereo unspecified) | 1.0 | 1.3 | 0 | -1.3 | -14 | 10 | 0 | i | 3 |
| O=C(CCC(=O)N1CCSc2ccccc21)NC1CCCCC1 | -0.9 | -2.9 | -1 | -0.6 | -17 | 9 | -1 | -0.2 | -8 |
| CCN1CCN(c2cc(C)c3cc(NC(=S)NCCCOC)ccc3n2)CC1 | -0.8 | 0.1 | 0 | 1.9 | -1 | -10 | -2 | -1.2 | -1 |
| COc1cccc(CN2CCNC(=O)C2CC(=O)NCc2cn3ccccc3n2)c1OC (stereo unspecified) | 0.0 | 0.5 | 2 | 0.1 | -3 | -6 | -4 | -1.4 | 6 |
| CC(=O)Nc1nnc(SCC(=O)NC(C)(C)C)s1 | -0.7 | 1.8 | 2 | 0.7 | 0 | 2 | 3 | -3.2 | 6 |
| CCn1c(CNC(=O)c2ccco2)nnc1SCC(=O)Nc1cc(F)ccc1C | 0.3 | 0.7 | -1 | 0.8 | -8 | 4 | 0 | -0.3 | -9 |

(next part)
structure | PfHsp40 rescue | TcdB GH inh | 3CLpro inhibitor | BoNT A protease | PriA SSB inh | PrPC TRFRET | Anthrax LF prot | BH1578 lux ind | Y pestis TopoI
Cc1ccccc1OCC(=O)NNC(=O)c1ccc2c(=O)n3c(nc2c1)CCC3 | -2.0 | 0.6 | x | -89 | 6 | -5 | -21 | -0.7 | 8
O=C(c1ccc(Sc2ccc(F)cc2)c([N+](=O)[O-])c1)N1CCOCC1 | 0.7 | 1.0 | 2 | -0.7 | 17 | -39 | -1 | 1.2 | 8
Cc1ccc(OCc2cc(C(=O)N3CCN(c4ccccc4)CC3)no2)cc1C | 0.9 | -2.4 | -4 | -2.2 | -9 | 4 | -2 | -1.9 | u
CC(C)CC(NC(N)=O)C(=O)NCc1ccccc1Cl (stereo unspecified) | -1.9 | 0.7 | 2 | -0.1 | 0 | -3 | -4 | -1.0 | 9
CCCCNC(=O)CNC(=O)c1nn(-c2ccc(OC)cc2)c(=O)c2ccccc12 | -0.1 | 0.9 | 1 | -0.9 | -11 | -3 | 7 | i | 13
Cc1ccccc1CN1Cc2cnnn2-c2ccccc2C1C#N (stereo unspecified) | -1.3 | 1.5 | x | -0.7 | -6 | 4 | -4 | i | 14
O=C(Nc1nc2cc3c(cc2s1)OCCO3)c1ccc([N+](=O)[O-])o1 | -0.5 | -0.5 | -1 | -0.3 | -5&-3 | -5 | -4 | 1.7 | -7
Cc1ccc2c(c1)N(CCCC(=O)NCCCN1CCCCC1)C(=O)CO2 | 0.7 | -0.7 | 2 | 0.1 | -2 | -2 | -3 | i | -1
CCOC(=O)C1CCN(C(=O)Nc2ccc3nc(-c4ccco4)c(-c4ccco4)nc3c2)CC1 | 0.0 | x | -4 | 16 | 7 | x | 14 | i | -12
Nc1ccc2c(c1)nc(Cc1ccccc1)n2CCO | -0.5 | 2.6 | 4 | 0.3 | 2 | -5 | -1 | i | 2
O=C(Nc1ccccc1C(=O)N1CCCCC1)c1ccc(Cl)cc1Cl | 1.0 | 1.2 | -2 | -3.0 | -16 | 1 | -11 | -0.6 | 3
NC(=O)c1ccc[n+](CC(=O)c2cccc([N+](=O)[O-])c2)c1 | 1.3 | 0.0 | -4 | -0.6 | 5 | -10 | -7 | i | -4
O=C(CSc1ccccc1)N1CCC2(CC1)OCCO2 | 0.4 | x | -3 | -0.3 | -9 | 0 | 1 | i | -3
CC(C)NC(=O)c1ccc2c(c1)N(CC(=O)N1CCCCC1)C(=O)C(C)(C)O2 | 0.4 | 1.7 | 3 | -3.0 | -12 | -4 | 0 | -0.4 | -3
COc1ccccc1NCC(=O)NNCC(=O)Nc1ccc(F)c(Cl)c1 | 0.2 | -7.7 | 0 | 0.1 | 11 | -3 | 2 | -0.8 | -12
CCOC(=O)CNC(=O)CSc1nnc(C)c(=O)[nH]1 | 1.4 | -0.1 | -2 | -1.2 | -5&7 | 0 | 0 | -0.4 | -4
Cc1ccn(C(C)CC(=O)Nc2ccc(-c3ccno3)cc2)n1 (stereo unspecified) | -1.8 | 0.4 | -4 | -0.5 | -8 | -9 | -2 | i | 5
CN(C)N1C(=O)C2C3C=CC(O3)C2C1=O (stereo unspecified) | -0.4 | 0.2 | x | -0.1 | -4 | 5 | -6 | -8.3 | 19
Cc1ccc(SC2=C[C@@]3(O)CC[C@@H](O)[C@@](Sc4ccc(C)cc4)(C2=O)[C@H]3O)cc1 | x | 1.5 | x | 0.0 | x | 27* | -12 | x | x
COc1ccc(CCNC(=O)C(=O)NCC2OCCN2S(=O)(=O)c2cc(F)ccc2F)cc1OC (stereo unspecified) | -1.7 | 2.6 | 2 | -1.1 | -3 | 2 | -6 | i | 6
CC(=O)Nc1ccc(S(=O)(=O)N2CCCCC2c2cccnc2)cc1 (stereo unspecified) | 0.1 | x | 0 | -1.1 | -5 | -5 | -4 | -0.3 | -3
O=C(CC(=O)Nc1ccccc1)Nc1ccccc1 | -0.2 | 0.3 | x | 0.6 | -9 | -4 | 0 | 0.6 | -7
C=CCn1c(NCCO)nc2c1c(=O)n(C)c(=O)n2C | 4.7 | x | -1 | -1.3 | -2 | 1 | -4 | -0.7 | 1
Cc1ccc(-c2csc(NC(=O)CSc3nnc4c(n3)[nH]c3ccccc34)n2)cc1 | -1.0 | x | -2 | -0.1 | -19 | 1 | 0 | -0.3 | 8
CC(C)(C)c1ccc(NNC(=O)C2CCC2)cc1 | -1.0 | -0.2 | -3 | x | -8 | 4 | x | -0.2 | -3
Cc1ccc(NS(=O)(=O)c2ccc(N3CCN(c4ccc(O)cc4)CC3)c([N+](=O)[O-])c2)c(C)c1 | 70* | -5.4 | 0 | 0.2 | 63* | 2 | -8 | -1.4 | -7
COc1cccc(CNC(=O)CCn2ccc3cc(S(=O)(=O)N4CCC(C)CC4)ccc32)c1 | 2.1 | 0.0 | 5 | 0.6 | -11 | 2 | -2 | -0.4 | 37
O=C1CCn2c1c(O)c1ccccc1c2=O | -1.2 | -4.2 | x | -0.4 | 9 | 6 | -4 | i | 5
Cc1ccc(NC(=O)N2CCC(NC(=O)c3ccco3)CC2)cc1 | -0.3 | -2.1 | 2 | -4.4 | -3 | -2 | -1 | -0.3 | 7
